Screens deposited in PubChem by National Center for Advancing Translational Sciences (NCATS).
HEK293 tox – qHTS of GLP-1 Receptor Inverse Agonists: Cytotox Screen. HEK293 cAMP-luciferase reporter cells, luminescence, 24 h. Potency, µM (doses to about 38.3 µM), inactives show at the top dose activity change, negative = inhibition, hits mostly inhibitors. actives 0.13% (n = 410,000). AID 624418, 2012;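 further: loss of luciferase light is scored as toxicity; potency means the concentration at half of the fitted maximal effect; on the % scale 0 is the no-effect control and ±100 the full control effect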
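MLSMR compounds, 24 hr on cells at 37 deg C/5% CO2; luminescence after luciferase reagent (12 min RT). Inhibition counted as the undesired cytotoxic outcome.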
HT1080 IDH1KD tx – qHTS for induction of synthetic lethality in tumor cells producing 2HG: qHTS for the HT-1080-IDH1KD cell line; Potency, µM (titrated, usually from 46.1 µM), for inactives: at the highest dose activity, negative = toxicity, actives largely listed as cytotoxic; HT-1080 IDH1 knockdown viability, ATP luminescence, 48 h; actives 2% (n = 360,000);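 further: potency means the concentration at half of the fitted maximal effect; 0% = DMSO wells and -100% = cell-free medium wells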
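% activity derives from luminescence (CellTiter-Glo), normalised to DMSO and no-cell wells. HT-1080-IDH1KD cells, 750/well, had 48 h compound exposure at 37 °C.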
DRD3 agonist – qHTS of D3 Dopamine Receptor Agonist: qHTS; max activation, %; D3R DiscoveRx beta-arrestin cells, luminescence, 90 min; AID 652048, 2013; actives 0.58% (n = 410,000); D(3) dopamine receptor (Homo sapiens), P35462; in the data active means max activation above about 30%; further: 0% is about no effect; mostly tested at two doses, the higher about 12 µM
Target sequence (P35462 whole entry, looked up): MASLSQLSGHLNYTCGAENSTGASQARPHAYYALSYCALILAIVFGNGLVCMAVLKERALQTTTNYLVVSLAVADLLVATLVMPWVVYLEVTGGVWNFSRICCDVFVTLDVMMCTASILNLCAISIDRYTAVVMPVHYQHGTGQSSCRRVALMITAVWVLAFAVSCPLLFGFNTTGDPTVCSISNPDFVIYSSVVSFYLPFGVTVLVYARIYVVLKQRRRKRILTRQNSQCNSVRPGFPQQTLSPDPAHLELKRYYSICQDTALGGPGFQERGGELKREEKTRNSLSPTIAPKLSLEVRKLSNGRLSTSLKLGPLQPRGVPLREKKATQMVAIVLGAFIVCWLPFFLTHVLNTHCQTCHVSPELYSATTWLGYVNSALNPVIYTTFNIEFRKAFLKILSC
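Cells at 1500/well, incubated overnight, then treated with pinned compounds (dopamine as control) for 90 min at 37 degrees C. DiscoveRx reagent added for 30 - 60 minutes at room temperature; luminescence read.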
MCF10A rereplic – A quantitative high throughput screen for small molecules that induce DNA re-replication in MCF 10a normal breast cells. MCF 10A DNA re-replication, Hoechst nuclear intensity, 48 h. Potency, µM (top dose mostly 46.1 µM), inactives show top-dose activity, positive = re-replication, usual class: activators. AID 624296, 2012. actives 2.9% (n = 350,000); further: potency means the concentration at half of the fitted maximal effect; % of control where 0% means no effect; nearly all actives have a fitted effect of over 50% in size
IL1B secr inh – qHTS for Inhibitors of Inflammasome Signaling: IL-1-beta AlphaLISA Primary Screen; THP-1 LPS/ATP IL-1B secretion, AlphaLISA, 16 h; stronger effect = lower value; actives 4.7% (n = 360,000); activity change, % at 57.5 µM; in the data active means activity change below about -50%; inconclusive means mostly about -30% to -49%; further: on the % scale 0 is the no-effect control and ±100 the full control effect
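Secreted IL-1B measured by AlphaLISA bead assay after 16 h compound exposure of THP-1 cells; compounds (final up to 57.5 uM) added 1 h before LPS (250 ng/mL) and ATP (1.25 mM) stimulation; lower signal means less secretion.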
HT1080-NT tox – qHTS for induction of synthetic lethality in tumor cells producing 2HG: qHTS for the HT-1080-NT fibrosarcoma cell line | actives 1.6% (n = 360,000) | Potency, µM (highest dose often 46.1 µM), without a hit: at the top dose activity, negative = less viability, most hits filed as cytotoxic | AID 686970, 2013 | HT-1080-NT fibrosarcoma viability, CellTiter-Glo ATP luminescence, 48 h;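 further: NT is the 2HG producing partner of a matched IDH1 knockdown line; potency means the concentration at half of the fitted maximal effect; 0% = DMSO-treated cells and -100% = media-only wells without cells; nearly all actives have a fitted effect of over 55% in size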
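Luminescent CellTiter-Glo readout after 48 hours of compound exposure at 37 degrees C defined viability of HT-1080-NT cells. Activity was normalized to DMSO wells and cell-free media wells; concentration-response curves were fitted and assigned curve classes.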
KB-V1 cytotox – qHTS assay for MDR1-selective chemotherapeutics: Primary screen using the drug-selected MDR subline cells KB-V1 | KB-V1 MDR cells viability, CellTiter-Glo, 72 h | Potency, µM (series often up to 46.1 µM), for inactives: top-dose activity change, negative = cytotoxicity, usual class: cytotoxic | actives 3.4% (n = 400,000) | AID 1347076, 2019; further: potency means the concentration at half of the fitted maximal effect; on the % scale 0 is the no-effect control and ±100 the full control effect; nearly all actives have a fitted effect of over 60% in size
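Drug-selected KB-V1 cells, grown in DMEM lacking phenol red with 10% FBS, receive compound titrations; after three days at 37 degrees C, surviving cell ATP is quantified by CellTiter-Glo luminescence and responses normalized and curve-fitted.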
SW480 rereplic – A quantitative high throughput screen for small molecules that induce DNA re-replication in SW480 colon adenocarcinoma cells; Potency, µM (titrated, usually from 46.1 µM), for the others: at the highest dose re-replication activation, usual class: activators; SW480 DNA re-replication, Hoechst DNA content imaging, 48 h; actives 1.8% (n = 340,000); further: potency means the concentration at half of the fitted maximal effect; % of control where 0% means no effect; nearly all actives have a fitted effect of over 55% in size
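Quantitative HTS format with DMSO vehicle controls; 48 hr drug incubation at 37 C, then 40 min Hoechst staining and scanning imager measurement at 405 nm excitation.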
KB-3-1 tox – qHTS assay for MDR1-selective chemotherapeutics: Primary screen using the parental adenocarcinoma cell KB-3-1. KB-3-1 viability, CellTiter-Glo ATP luminescence, 72 h. Potency, µM (titrated, usually from 46.1 µM), for the others: at the top dose activity change, negative = cytotoxic, actives largely listed as cytotoxic. actives 1.4% (n = 400,000); further: potency means the concentration at half of the fitted maximal effect; on the % scale 0 is the no-effect control and ±100 the full control effect; nearly all actives have a fitted effect of over 60% in size
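KB-3-1 cells, DMEM (no phenol red) + 10% FBS; compound by pin transfer, 72 h, 37 °C. Readout: CellTiter-Glo luminescence after 10 min. Data normalized, curve-fitted.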
The depositor's hits bear a star; i = inactive; u = inconclusive; x = no result given; & = joins results of further samples; [ ] = another dose, or the depositor's remark. Unless noted, the call rests on the fitted dose curve; in most records, active means well fitted curve in the direction sought with a large enough effect; inconclusive means small, poorly fitted or top-dose-only effect, or another doubt; inactive means no such curve, though single readings can be large; an effect the other way counts as inactive or inconclusive.

SMILES	HEK293 tox	HT1080 IDH1KD tx	DRD3 agonist	MCF10A rereplic	IL1B secr inh	HT1080-NT tox	KB-V1 cytotox	SW480 rereplic	KB-3-1 tox
CC(OC(=O)c1ccccc1Nc1ccc(SC(F)F)cc1)C(N)=O (stereo not drawn)	-8.9%	-12.6%	-0.5	u	-74.6*	-0.9%	u	2.9%	0.0%
O=C(CN1C(=O)S/C(=C\C=C\c2ccccc2)C1=O)Nc1ccc(C(=O)O)cc1	0.6%	4.1%	1.2	-1.4%	-2.0	0.9%	-7.1%	16.2%	2.5%
COc1ccc(-c2csc(Nc3ccc(C)cn3)n2)cc1OC	-2.8%	u	21.3	-5.8%	u	u	-16.5%	9.9%	u
CCOc1ccccc1NC(=O)N1CCc2ccccc2C1	3.9%	12.2%	-6.6	4.2%	39.7	-0.4%	-21.2%	-5.3%	3.6%
S=c1[nH]nc(Cc2sc(-c3ccccc3)nc2-c2ccccc2)o1	-13.6%	2.4%[9.24 µM]	4.0	-0.1%	3.9	-7.3%	u	-7.2%	-17.5%
COc1ccc(NC(=O)CN(C)C(=O)CCNS(=O)(=O)c2ccc(Br)cc2)cc1	3.4%	18.0%	0.0	-4.6%	i	8.5%	u	-19.3%	0.0%
Cc1onc(-c2ccccc2)c1C(=O)N/N=C/c1ccc([N+](=O)[O-])c(O)c1	-5.1%	13.8%	0.3	-22.1%	38.9	15.1%	30.8%	-9.1%	-1.3%
O=C(NCCc1ccccc1)C1Cc2c(-c3ccccc3Oc3ccccc3)ccnc2O1 (stereo not drawn)	1.0%	u	-10.1	x	-29.0	u	u	x	-6.2%
O=C1C(Cl)=C(N2CCCCCC2)C(=O)N1c1ccc(Br)cc1	-0.8%	-0.9%	-4.7	2.6%	10.7	8.5%	6.1%	-3.2%	1.9%
Cc1ccc(N(CC(=O)NCCc2ccc(Cl)cc2)S(=O)(=O)c2c(C)noc2C)cc1	-5.1%&-5.4%	-4.9%	-4.8&-0.8	4.1%	-2.3	-0.2%	-9.8%&-0.1%	7.7%	-10.5%&-10.1%
CCN1CCc2c(C#N)c(NCc3ccccc3)nc(NCCO)c2C1	178.7%[activator]	-0.1%	2.0	8.6%	5.2	-0.4%	8.6%	-2.7%	u
CC(=O)Nc1ccc(NC(=O)CN(C)CC(=O)Nc2ccccc2Br)cc1	12.6%	-9.9%	0.6	-3.1%	91.9	-3.1%	-1.1%	-3.0%	-0.3%

Some of these compounds in order of heavy-atom count, descending:
SMILES	HEK293 tox	HT1080 IDH1KD tx	DRD3 agonist	MCF10A rereplic	IL1B secr inh	HT1080-NT tox	KB-V1 cytotox	SW480 rereplic	KB-3-1 tox
O=C(NCCc1ccccc1)C1Cc2c(-c3ccccc3Oc3ccccc3)ccnc2O1 (stereo not drawn)	1.0%	u	-10.1	x	-29.0	u	u	x	-6.2%
Cc1onc(-c2ccccc2)c1C(=O)N/N=C/c1ccc([N+](=O)[O-])c(O)c1	-5.1%	13.8%	0.3	-22.1%	38.9	15.1%	30.8%	-9.1%	-1.3%
CC(OC(=O)c1ccccc1Nc1ccc(SC(F)F)cc1)C(N)=O (stereo not drawn)	-8.9%	-12.6%	-0.5	u	-74.6*	-0.9%	u	2.9%	0.0%
CCOc1ccccc1NC(=O)N1CCc2ccccc2C1	3.9%	12.2%	-6.6	4.2%	39.7	-0.4%	-21.2%	-5.3%	3.6%

Further entries
SMILES	HEK293 tox	HT1080 IDH1KD tx	DRD3 agonist	MCF10A rereplic	IL1B secr inh	HT1080-NT tox	KB-V1 cytotox	SW480 rereplic	KB-3-1 tox
C[C@H](NC(=O)c1cccc([N+](=O)[O-])c1)C(=O)OCC(=O)c1ccccc1Br	4.9%	-7.6%	-0.4	4.5%	1.8	-5.3%	-18.1%	u	3.3%
CCC(=O)NC1=C(Nc2ccc(N)cc2)C(=O)c2ccccc2C1=O	u	-27.7%	-7.7	6.8%	-3.1	-25.2%	-16.7%	u	-13.5%
CCn1c(O)c2ccc(C(=O)N=NC(=O)c3ccccc3)cc2c1O	4.4%	1.4%	-3.0	-0.2%	-4.0	-2.6%	-2.9%	-0.8%	-3.0%
COc1ccc2sc(-c3ccccc3OC)c(-c3ccc(OCCN(C)C)cc3)c2c1	u	u	-41.6	u	u	u	0.0%	u	0.0%
O=C(Nc1ccccc1)c1cc(-n2cnnc2)ccc1Cl	4.9%	2.1%	-3.2	3.0%	5.5	8.9%	16.7%	-3.8%	-1.3%
COC(C[C@H](O)C[C@@H](O)[C@H](C)OCc1ccccc1)OC	-21.2%	5.8%	-0.6	-0.2%	17.3	u	-1.5%	-9.0%	12.3%
O=C(CN1C(=O)S/C(=C\c2ccc(F)cc2)C1=O)NC1C=CS(=O)(=O)C1 (stereo not drawn)	1.5%	-16.3%	0.2	2.7%	0.0	-7.8%	25.1%	19.6%	-25.6%
Cc1cccc(NC(=O)CC(C)(C)C)c1	14.6%	-13.5%	16.6	u	4.7	-1.0%	-1.1%	u	5.0%
CNC(=O)OC(C)CNS(=O)(=O)c1ccc(C)cc1 (stereo not drawn)	12.0%	4.4%	-5.8	-4.1%	-9.0	8.4%	-0.9%	1.0%	-6.8%
C=C(C)[C@@H]1CC=C(CO)CC1	-7.9%	11.1%	5.4	u	1.3	26.0%	5.5%	u	0.0%
O=C(COc1ccccc1)Nc1ccc(S(=O)(=O)NCc2ccco2)cc1	0.2%	6.9%	1.5	-178.6%[0.0737 µM]	7.4	1.1%	-0.3%	-2.3%	-4.9%
O=C(OCc1nnc(-c2ccc([N+](=O)[O-])cc2)o1)C1CC(=O)N(CCc2ccccc2)C1 (stereo not drawn)	12.5%	-9.4%	-5.8	3.0%	-4.6	-6.9%	-13.2%	-7.5%	-5.3%
CCC(Sc1nc2c(c(=O)n1CC)SC(C)C2)C(=O)OC (stereo not drawn)	-6.6%	1.0%	-9.9	5.8%	-6.5	0.0%	-4.0%	1.4%	-1.3%
COc1ccc(/C=C/C(=O)O)cc1S(=O)(=O)NCc1cccnc1	-1.7%	14.3%	0.7	2.0%	17.8	24.9%	41.1%	-7.8%	-2.1%
COc1ccc(N2C(=O)C3CCCN3C2c2cccc(OC)c2)cc1 (stereo not drawn)	-14.0%	9.3%	3.1	1.2%	-2.3	6.0%	25.2%	4.9%	18.0%
O=C(NC1CCCCC1)C(c1ccc(F)cc1)N(CCN1CCOCC1)C(=O)c1ccc(-c2ccccc2)[nH]1 (stereo not drawn)	-1.8%	6.9%	1.8	-2.9%	-3.2	23.1%	-19.0%	-101.5%[inhibitor]	11.2%
CC(C)N1CCC(C)(C(=O)Nc2ccc(Cl)c(Cl)c2)C1 (stereo not drawn)	5.4%	-8.1%	-6.8	x	-1.5	-25.0%	-9.1%	x	10.6%
COCCCn1c(C(=O)NC2CCCCC2C)cc2c(=O)n3cccc(C)c3nc21 (stereo not drawn)	31.5%[activator]	0.0%	1.2	u	24.6	-0.5%	3.4%	-8.2%	9.4%
O=C(N/N=C/c1ccc(OCC(=O)N2CCOCC2)cc1)c1ccccc1Cl	10.0%	22.8%	7.1	0.1%	30.1	0.8%	6.5%	0.3%	3.7%
Cc1c(NC(=O)Nc2c(Cl)cccc2Cl)c(=O)n(-c2ccccc2)n1C	2.8%	3.5%	-1.6	9.9%	21.5	-1.1%	0.0%	18.6%	0.5%
O=C(Nc1ccc(F)cc1)N[C@@H]1CC[C@@H](CCn2cc(-c3ccc(F)cc3)nn2)O[C@@H]1CO	-19.3%	16.3%	2.2	x	23.2	9.7%	3.2%	x	2.2%
Cc1nc(NCCc2ccc(F)cc2)c2nnn(Cc3ccccc3)c2n1	-8.4%	15.2%	4.6	u	9.5	23.7%	14.6%	6.4%	1.5%
O=C(CN1CCCN(Cc2ccccc2Cl)S1(=O)=O)NCc1ccccc1	3.5%	x	-0.1	x	x	x	2.4%	x	u
C/C(=N/NC(=O)CSCc1ccc(Cl)cc1)c1cccc(NC(=O)c2ccccc2)c1	5.9%	0.2%	26.3	13.3%	5.3	6.4%	2.4%	-1.8%	-4.8%
CCOc1ccc(C(CC(=O)O)NS(=O)(=O)c2ccc(C)cc2)cc1OC (stereo not drawn)	2.6%	8.6%	1.1	4.5%	29.9	13.2%	10.7%	-25.8%	13.1%
Cc1ccc(S(=O)(=O)NCC(=O)OCC(=O)N(C)C2CCCCC2)cc1	-13.5%	-0.9%	1.9	0.6%	12.9	4.1%[9.24 µM]	3.5%	u	1.4%
O=C(c1ccc(Cl)c(Cl)c1)N1CCOCC1	-23.6%	11.2%	5.2	-2.3%	14.1	14.4%	0.0%	-1.4%	16.1%
CCOC(=O)C1=C(C)N(CCO)C(=O)NC1c1ccccc1 (stereo not drawn)	3.3%	-0.8%	-17.1	-6.9%	-0.6	5.7%	8.4%	-13.2%	-12.6%
CC(NC(=O)COC(=O)c1c[nH]c2ccccc12)c1ccccc1 (stereo not drawn)	-0.2%	-5.2%	-5.8	u	-25.5	-1.7%	u	u	3.3%
Cc1ccc(NC(=O)C2CCC(CNS(=O)(=O)c3csc(C(N)=O)c3)CC2)cc1Cl (stereo not drawn)	-2.2%	x	4.6	x	x	x	8.2%	x	1.8%
COc1ccc(S(=O)(=O)Nc2ccc3c(c2)COC3=O)cc1OC	6.0%	4.7%	0.4	11.0%	0.0	4.2%	8.8%	-23.4%	5.8%
COc1ccc2c(c1)CC(C1(O)C(=O)N(C)c3ccccc31)C2=O (stereo not drawn)	-13.6%	-0.4%	-3.5	-5.0%	0.0	1.8%	10.0%	-5.6%	-0.7%
